zVAD death inh: inhibitors of zVAD-triggered necroptosis, primary screen, L929 cells; L929 zVAD necroptosis rescue, ATP luminescence, 24 h; with zVAD 60 µM; viability rescue, % at 10 µM; AID 1377, 2008; 220,000 compounds, 0.38% hits;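 active means activation, scaled between plate controls, above about 75%, limit read from the data; inactive means activation under that limit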;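 further: 0% = zVAD with DMSO and 100% = DMSO alone without zVAD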
p47phox inh: p47phox/p22phox peptide binding inhibitors, primary screen, biochemical, uHTS, NADPH oxidase regulatory subunit; Neutrophil cytosol factor 1 (Homo sapiens), P14598; fluorescence polarization, 2 h; inhibition, % at 24.7 µM; 220,000 compounds, 0.53% hits; AID 1274, 2008;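 active means inhibition above about 30%, limit read from the data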;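 further: 0% = p47phox with labelled peptide and 100% = labelled peptide alone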
Target sequence (P14598 whole entry, looked up): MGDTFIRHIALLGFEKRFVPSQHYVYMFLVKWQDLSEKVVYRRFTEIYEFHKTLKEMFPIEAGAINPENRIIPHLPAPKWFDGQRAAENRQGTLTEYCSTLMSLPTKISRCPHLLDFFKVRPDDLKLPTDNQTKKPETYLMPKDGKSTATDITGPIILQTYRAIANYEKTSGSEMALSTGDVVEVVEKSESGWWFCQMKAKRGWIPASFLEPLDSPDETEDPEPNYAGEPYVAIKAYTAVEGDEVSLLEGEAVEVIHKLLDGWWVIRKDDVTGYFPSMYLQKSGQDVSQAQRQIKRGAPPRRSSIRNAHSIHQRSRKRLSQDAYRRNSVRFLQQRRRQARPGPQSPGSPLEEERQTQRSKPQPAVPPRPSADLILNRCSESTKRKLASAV
Hck Nef HTS: inhibitors of Nef-activated human Hck kinase, primary screen, biochemical, Z-Lyte FRET, 384-well, Hck-YEEI; 220,000 compounds, 0.68% hits; inhibition, % at 20 µM; Recombinant Hck-YEEI plus Nef, Z-Lyte FRET kinase assay; Tyrosine-protein kinase HCK (Homo sapiens), P08631; AID 463187, 2010;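 active means Hck-Nef kinase inhibition above about 50%, limit read from the data; inactive means inhibition below that limit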;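 further: 0% = DMSO with Hck plus Nef and 100% = Hck alone without Nef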
14-3-3 Bad inh: inhibitors of 14-3-3 zeta/Bad binding, primary screen, biochemical, TR-FRET, bovine 14-3-3 zeta; 220,000 compounds, 0.71% hits; TR-FRET 14-3-3zeta/Dy647-pBad peptide displacement, 1 h; inhibition, % at 21.7 µM;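 active means inhibition above about 70%, limit read from the data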;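 further: 0% = full 14-3-3 plus peptide FRET controls and 100% = background without 14-3-3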
Runt-SMMHC FRET: inhibitors of RUNX1 Runt–CBFb-SMMHC binding, primary screen, biochemical, FRET, Cerulean-Runt, Venus-CBFb-SMMHC, uHTS | 220,000 compounds, 0.74% hits | Runt-related transcription factor 1 (Homo sapiens) + Core-binding factor subunit beta … | inhibition, % at 20 µM | Cerulean-Runt/Venus-CBFb-SMMHC FRET ratio 530/480, 1 h | AID 1434, 2008;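 active means mean inhibition across duplicate retests at 20 µM reaching about 50%, limit read from the data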;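 further: 0% = DMSO wells and 100% = wells with excess untagged CBFb-SMMHC; inhibitors lower the FRET ratio by blocking Runt binding to CBFb-SMMHC; some results filed as inactive read as strong as hits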
Runt-CBFb FRET: inhibitors of RUNX1 Runt–CBFb binding, primary screen, biochemical, FRET, Cerulean-Runt, Venus-CBFb, uHTS; Cerulean-Runt/Venus-CBFb FRET ratio 530/480, 1 h; inhibition, % at 20 µM; 220,000 compounds, 0.46% hits;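 active means inhibition over about 50% at 20 µM in the single-dose screen, limit read from the data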;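 further: 0% = DMSO wells and 100% = excess unlabeled CBFb competitor control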
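Buffer or medium: Tris pH 7.5 buffer with BSA. Assay system: Cerulean-labeled Runt domain protein. Amount: each fluorescent fusion protein 100 nM. Read-out basis: loss of energy transfer signal. Incubation: 1 h compound exposure, room temperature. Probe or stimulus: Venus-CBFb binding partner, 100 nM. Detection: FRET, excitation 422 nm, emission at 530 and 480 nm.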
Mdm2 ligase inh: MDM2-luciferase reporter signal enhancers, primary screen, MDM2 E3 ligase inhibitor project, cell-based, luminescence, 1536-well; E3 ubiquitin-protein ligase Mdm2 (Homo sapiens), Q00987; AID 1230, 2008; 210,000 compounds, 0.11% hits; cell-based MDM2 ubiquitination luciferase reporter, 2 h; 0 = plate control, 100 = twice control, blank-subtracted; signal enhancement, % at 5 µM;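 active means signal enhancement of 30% or more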;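 further: luminescence tracks abundance of the self-degrading MDM2-luciferase fusion protein; higher signal means inhibition of MDM2 E3 ligase activity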
Target sequence (Q00987 whole entry, looked up, the tested form may be a part): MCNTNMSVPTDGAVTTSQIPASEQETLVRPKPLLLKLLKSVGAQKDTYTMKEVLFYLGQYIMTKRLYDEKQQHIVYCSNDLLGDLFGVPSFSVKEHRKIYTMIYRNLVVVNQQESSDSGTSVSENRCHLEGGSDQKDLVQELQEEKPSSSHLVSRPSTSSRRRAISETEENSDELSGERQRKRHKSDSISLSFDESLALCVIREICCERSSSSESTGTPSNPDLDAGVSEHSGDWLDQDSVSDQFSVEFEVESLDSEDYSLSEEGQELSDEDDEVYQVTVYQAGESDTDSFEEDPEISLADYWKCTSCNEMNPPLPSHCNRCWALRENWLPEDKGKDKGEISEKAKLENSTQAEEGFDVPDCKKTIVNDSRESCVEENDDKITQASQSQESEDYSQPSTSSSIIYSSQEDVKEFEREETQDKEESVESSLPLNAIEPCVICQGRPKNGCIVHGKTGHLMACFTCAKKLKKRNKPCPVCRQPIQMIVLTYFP
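Assay system: stable mammalian line carrying autodegrading MDM2–luciferase fusion reporter; amount: 2000 cells seeded into each well; buffer or medium: DMEM; benchmarks: plate control and blank wells; signal: luciferase luminescence; timing: 2 h compound exposure at 37 °C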
EBV gp42 block: Epstein-Barr virus gp42 inhibitors, primary screen, biochemical, uHTS, fluorescence polarization. Glycoprotein 42 (Epstein-Barr virus (strain AG876)), Q1HVG2. Fluorescence polarization binding assay, mP read-out. inhibition, % (tested at 21.74 µM). 220,000 compounds, 0.42% hits. AID 1085, 2008; in the data active means inhibition above about 50%
Target sequence (Q1HVG2 whole entry, looked up): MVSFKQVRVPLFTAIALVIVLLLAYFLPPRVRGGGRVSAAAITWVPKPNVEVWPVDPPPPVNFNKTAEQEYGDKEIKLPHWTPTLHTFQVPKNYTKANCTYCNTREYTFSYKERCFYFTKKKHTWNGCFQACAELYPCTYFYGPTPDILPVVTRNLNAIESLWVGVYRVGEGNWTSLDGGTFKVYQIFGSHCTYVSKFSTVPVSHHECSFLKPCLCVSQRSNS
Tb hexokinase: Trypanosoma brucei hexokinase 1 inhibitors, primary screen, biochemical, G6PDH-coupled NADH absorbance, MLSCN library. hexokinase 1 [Trypanosoma brucei]. recombinant TbHK1, G6PDH-coupled NADH A340. inhibition, % at 10 µM. 220,000 compounds, 0.11% hits;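 active means inhibition of 50% or more in the single-dose primary screen; inactive means inhibition below 50%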
An asterisk follows results filed as active; / = no result given; [ ] = remark or other dose. Rows are unselected; about 3.2% have a hit in one of these screens.

SMILES	zVAD death inh	p47phox inh	Hck Nef HTS	14-3-3 Bad inh	Runt-SMMHC FRET	Runt-CBFb FRET	Mdm2 ligase inh	EBV gp42 block	Tb hexokinase
COc1ccc(OCC(=O)N2CCN(S(=O)(=O)c3ccc(Cl)cc3)CC2)cc1	-0.5	12	0	8	2	-1	-72	-12	-4
CC(C)(C)NC(=O)NC(=O)CN1CCN(Cc2ccccc2)CC1	1.2	5	-5	2	-4	0	-9	-8	-1
Cc1cccc(C)c1-n1c(SCC(=O)NCc2ccco2)nc2ccccc2c1=O	-0.2	-5	2	-14	2	-2	-18	-15	1
COc1ccc(CCNC(=O)CCCCCNc2nc(=S)[nH]c3ccccc23)cc1OC	0.2	-3	10	6	1	-4	19	-10	0
Cc1cc(NC(=O)CS(=O)(=O)Cc2ccccc2)no1	2.2	-4	21	-18	2	2	-1	-1	-3
O=C(C1CCC(CNS(=O)(=O)c2ccc(F)cc2)CC1)N1CCOCC1 (centres undefined)	0.3	-10	6	-3	3	-3	-20	-16	-4
COc1ccc(N2CCN(C(=O)C3CCCN(S(=O)(=O)c4cccc5cccnc45)C3)CC2)cc1 (centres undefined)	-0.1	-14	1	-2	-1	0	-9	-10	-13
Cc1ccc(S(=O)(=O)N(Cc2ccccc2)c2ccccc2C(=O)NCc2cccnc2)cc1	-0.2	-9	1	-10[fluorescence artefact?]	-3	-1	-2	13	26
O=C1CCN2C=Nc3cccc4ccc1c2c34	20	-5	-6	-4	79	-66	-6	137*	35
CC(C)CC(NC(=O)c1ccccc1)C(=O)N/N=C/c1ccco1 (centres undefined)	/	-8	4	3	-2	0	6	-7	5
O=C(O)CSc1ncn[nH]1	-0.4	-2	-22	5	4	0	-3	-1	-1
COc1ccc2[nH]c3c(=O)n(CCCN4CCOCC4)cnc3c2c1	0.5	1	13	-3	0	0	1	1	-17
O=C(NC1CC1)C1C2C3C4CC5C3C5C4C12 (centres undefined)	0.1	-7	0	-3[fluorescence artefact?]	-2	-1	-3	-16	2
CCOC(=O)CNC(=S)N(Cc1ccccc1)Cc1cccs1	-0.4	-11	19	-14	0	0	3	-24	4
Cc1ccccc1Cn1c(CN2CCc3ccccc3C2)nc2c1c(=O)n(C)c(=O)n2C	0.5	-14	2	5	-8	-3	1	-11	-15
O=C(NCCc1c[nH]c2ccccc12)c1cccc(S(=O)(=O)Nc2ccccc2Cl)c1	0.6	-20	1	4	-1	0	-19	-7	11
CCOC(=O)N=Nc1c(O)n(CC)c2ccccc12	0.2	-9	-4	-10	4	-1	2	-5	-17
CSCCC(NC(=O)COc1ccccc1)C(=O)N1CCN(c2ccccc2F)CC1 (centres undefined)	0.1	-17	-1	-2	1	0	-8	-20	-1
COC(=O)CC(=O)CSc1nc(C)cc(C)c1C#N	0.1	0	1	-3	13	10	-7	0	-10
CCOc1cc(N2CCOCC2)c(OCC)cc1NC(=O)C(C)C	-0.1	-6	23	1	-5	4	/	-25	-4
COc1cc(/C=N/NC(=O)CNc2n[nH]c(=O)[nH]c2=O)ccc1OCc1ccccc1	-0.1	4	10	-6	1	-5	-5	-5	-19
NC(=O)C1CCN(C(=O)c2ccc3c(=O)n(Cc4ccco4)c(SCC(=O)c4ccc(F)cc4)nc3c2)CC1	-1.3	12	21	2	3	2	-9	-3	-13
OCCNCCNCc1ccc(-c2ccccc2)cc1	36	-2	17	-3	-2	0	-18	-9	0
O=C(CCn1cnc2ccccc21)N/N=C/c1ccccc1O	7.0	-10	1	-3	0	3	-15	-6	-3
CN(C)C(C)(C)/C=C/C(O)(c1ccccc1)c1ccccc1	-0.1	-7	18	3	0	1	-5	-7	-6

Reprinted from the part before: 2 compounds, followed by the next part.
SMILES	zVAD death inh	p47phox inh	Hck Nef HTS	14-3-3 Bad inh	Runt-SMMHC FRET	Runt-CBFb FRET	Mdm2 ligase inh	EBV gp42 block	Tb hexokinase
O=C(CCn1cnc2ccccc21)N/N=C/c1ccccc1O	7.0	-10	1	-3	0	3	-15	-6	-3
CN(C)C(C)(C)/C=C/C(O)(c1ccccc1)c1ccccc1	-0.1	-7	18	3	0	1	-5	-7	-6
Cc1cn(C2OC(COC(=O)c3ccccc3)C(O)C2O)c(=O)[nH]c1=O (centres undefined)	1.3	1	5	-7[fluorescence artefact?]	3	2	-30	5	4
COc1ccc(S(=O)(=O)N(C)CC(=O)N2CCCCCC2)cc1OC	0.0	-10	0	-5	-1	1	-8	3	1
COC(=O)c1c(N2C(=O)CC(Sc3ncccc3C(=O)O)C2=O)sc(C)c1C (centres undefined)	0.5	-4	17	4	8	19	0	-19	-12
CCNc1nc(NCC)n2c(SCC(=O)Nc3ccccc3)nnc2n1	3.0	-13	-2	-10	1	0	-4	-6	-3
Cc1cc2cc(CNS(=O)(=O)c3ccccc3)ccc2n1C	0.8	13	1	6	-20	2	-20	4	4
O=C1c2ccccc2C(Nc2ccccc2F)N1c1cccnc1 (centres undefined)	-0.2	1	2	4	0	10	-6	-21	-5
COC(=O)c1cc(S(=O)(=O)Nc2nn(C)c3cccc(F)c23)oc1C	-0.1	-9	-5	1	-7	3	-24	-6	-10
S=C(c1ccc(-c2ccc(Cl)cc2)o1)N1CCCCC1	-0.2	-9	1	1	6	8	-7	2	-10
CCCOc1ccc(OCCNC2CCCC2)cc1	-0.1	-5	0	22	3	0	-9	-15	0
COc1cccc(C(=O)NCC(c2cccnc2)N2CCN(c3ccccc3OC)CC2)c1 (centres undefined)	-0.4	4	22	9	/	/	-16	-4	-2
COc1cc(/C=C/C(=O)O)cc(S(=O)(=O)NCC2CCCO2)c1OC (centres undefined)	0.7	-8	14	-2	-3	-1	-4	2	-10
COc1ccccc1-n1cnc2cc(NCc3ccccc3O)ccc21	4.0	-13	20	-9	-1	4	-6	-20	7
CCCC1CCc2c(sc(NC(=O)OCC)c2C#N)C1 (centres undefined)	-0.2	-6	5	0	-22	-5	14	-2	5
O=C(Cn1c(=O)oc2cc(S(=O)(=O)N3CCCCC3)ccc21)N1CCc2ccccc21	0.9	-13	3	16[fluorescence artefact?]	-8	-2	8	-27	-3
CC(C)(C)C(=O)Nc1ccc(C(=O)N/N=C/C2CC3C=CC2C3)cc1 (centres undefined)	0.3	5	3	-5	-2	-2	2	-8	6
Cc1ccc(Cn2nnc3c(=O)[nH]c(C4CCN(C(=O)c5cccs5)CC4)nc32)cc1	-0.1	-5	2	14	-3	0	-16	-1	-2
CCc1nnc(NC(=O)CCC(=O)Nc2ccccc2)s1	-0.4	0	-3	2	2	0	-25	-10	3
COc1ccc(OC)c(C2C(C(C)=O)=C(O)C(=O)N2CCN2CCOCC2)c1 (centres undefined)	0.6	-9	-1	10	0	-2	-19	-20	-32
COc1ccc(C(=O)C[n+]2ccc(C)cc2)cc1	0.6	-18	4	3	4	-2	-6	-2	-5
COCCN(CC(=O)NCc1ccc2c(c1)OCO2)C(=O)CCC(=O)Nc1nccs1	0.3	-4	7	6	0	-1	-5	-15	0
CC(=O)N1CCc2cc(C(=O)CN3CCN(c4ccccn4)CC3)ccc21	0.2	-2	-1	4	0	3	-4	4	-16
COc1nc(NCc2ccco2)nc(NC2CCCCC2)n1	-0.7	0	6	-1	3	-2	3	2	6
Cc1cccc(-c2nsc(SCC(=O)NCC3CCCO3)n2)c1 (centres undefined)	0.6	10	21	-4	1	0	0	-2	1
CCn1cc(C(=O)Nc2sc(C)c(C)c2C(=O)OC)cn1	0.5	0	10	-9[fluorescence artefact?]	-1	2	-7	16	-2
COc1cc2nc(=S)n3[nH]c(CCn4c(C)nc5ccccc54)nc3c2cc1OC	1.7	-3	0	2	21	18	1	2	-18
Other entries.
SMILES	zVAD death inh	p47phox inh	Hck Nef HTS	14-3-3 Bad inh	Runt-SMMHC FRET	Runt-CBFb FRET	Mdm2 ligase inh	EBV gp42 block	Tb hexokinase
O=C(/C=C/c1cc([N+](=O)[O-])ccc1OC(F)F)NCc1ccc(Cl)cc1	-0.2	-2	2	-5	2	1	3	-9	-7
CCN1CCN(C(=O)Cn2nc(-c3ccc(Cl)cc3)ccc2=O)CC1	-0.8	-1	-45	-2	2	0	-24	-5	8
O=C(NCc1ccc2c(c1)OCO2)c1cc2n(n1)C(C(F)(F)F)CC(c1ccc3c(c1)OCO3)N2 (centres undefined)	3.6	15	-2	1	-16	-13	-7	-6	6
Cc1cc(OCC(=O)Nc2ccc(N3CCN(C(=O)c4ccco4)CC3)cc2)cc(C)c1Cl	0.1	14	1	-6[fluorescence artefact?]	-21	-9	-42	-4	-7
Cc1cccc(N2C(=O)C(O)=C(C(=O)c3cccs3)C2c2cccc(Oc3ccccc3)c2)n1 (centres undefined)	0.6	-22	47	-2	-2	3	6	0	2
O=C(/C=C/c1ccco1)Nc1ccccc1N1CCCCC1	-1.5	-4	11	0	0	11	-11	11	-6
CSc1nc(C)c(C(=O)Nc2ccccc2)c(-c2ccco2)c1C#N	-0.4	-29	19	-1	-3	0	/	-7	-8
Oc1ccc(-c2csc(Nc3ncccn3)n2)cc1	78*	9	19	-6	-4	-1	-20	-1	-6
O=C(N/N=C\c1cc([N+](=O)[O-])ccc1N1CCOCC1)c1ccccn1	-0.9	-4	6	3	-2	1	-8	-11	-31
CC1C2(C)OCC(C#N)(C(=N)O2)C1(C#N)C#N (centres undefined)	0.6	-8	8	-9	51*	21	-19	8	4
Cc1cc(/C=C2/SC(=O)N(CC(=O)OC(C)C)C2=O)c(C)n1C	-0.1	-12	2	8	-2	-2	6	-7	-7
O=C(N/N=C\c1cccc(OC(=O)c2ccco2)c1)c1ccc2c(c1)OCO2	0.1	-13	2	-6	-2	-1	-44	2	-2
COc1cccc(CNC(=S)Nc2cc(OC)ccc2OC)c1	-0.7	-6	5	-6	3	0	7	3	4
O=C(CN(Cc1ccc(F)cc1)S(=O)(=O)c1ccccc1)N1CCCCC1	0.2	-14	2	4[fluorescence artefact?]	-31	-1	-38	-14	1

Compounds above with two or more sulfur atoms, in the order listed:
SMILES	zVAD death inh	p47phox inh	Hck Nef HTS	14-3-3 Bad inh	Runt-SMMHC FRET	Runt-CBFb FRET	Mdm2 ligase inh	EBV gp42 block	Tb hexokinase
CCOC(=O)CNC(=S)N(Cc1ccccc1)Cc1cccs1	-0.4	-11	19	-14	0	0	3	-24	4
COC(=O)c1c(N2C(=O)CC(Sc3ncccc3C(=O)O)C2=O)sc(C)c1C (centres undefined)	0.5	-4	17	4	8	19	0	-19	-12
Cc1cccc(-c2nsc(SCC(=O)NCC3CCCO3)n2)c1 (centres undefined)	0.6	10	21	-4	1	0	0	-2	1
